Source: PubChem BioAssay
ABCB1 inh – blocks JC-1 efflux by human ABCB1 transporter; CCRF-Adr cells, flow cytometry; inhibition, % at 6.6 µM; 190,000 tested, 0.067% active; AID 1326; in the data active = inhibition above about 40%;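 also: 0% = vehicle and 100% = reference inhibitor; higher value means more JC-1 retained so stronger ABCB1 efflux block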
Rab2A wt mod – changes GTP binding to wildtype dog Rab2A, up or down; P61105; GTP binding activity, % at 10 µM; GST-Rab2 wt beads, Bodipy-GTP binding, flow cytometry; 190,000 tested, 0.19% active;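 active = GTP binding activity at least 20 points away from 100%, either lowered or raised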;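 also: 0% = beads with excess unlabeled GTP and 100% = no-compound control corrected for plate trend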
Avidin bead fluor – avidin bead compound fluorescence profile; Avidin beads, compound fluorescence 488/530 nm, flow cytometry; stronger effect = higher value; fluorescence (KMESF) at 10 µM; 220,000 tested, 0.38% active; AID 1775; in the data active = fluorescence above about 47; also: inactives centre near 10
Pf gamet viab – kills late stage P. falciparum gametocytes; P. falciparum stage V gametocytes, ATP luminescence, 24 h; inhibition, % at 10.9 µM; 150,000 tested, 0.065% active; AID 743093;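 active = inhibition above the mean plus 3 SD of compounds within the control limits, set per campaign, cut at about 38% in these data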;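 also: 0% = DMSO wells and 100% = medium only without gametocytes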
Rab7 wt modul – alters GTP binding to wildtype dog Rab7 | 190,000 tested, 0.055% active | GTP binding activity (percent of control), % at 10 µM | GST-Rab7 beads, fluorescent GTP binding, flow cytometry; actives lie on both sides; untreated = 100%, excess cold GTP = 0% | AID 758;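 active = fluorescent GTP binding to Rab7 beads changed by at least 20 points from the 100% baseline, either direction, mostly lower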;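 also: median green fluorescence of bound Bodipy-FL-GTP per Rab7 bead population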
Rac1 mut GTP – modulators of GTP binding to human Rac1 activated mutant. percent activity (GTP binding), % at 10 µM. P63000. 190,000 tested, 0.11% active. AID 764. GST-Rac1 activated beads, fluorescent GTP binding, flow cytometry; actives lie on both sides; 100% means binding = to untreated wells;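 active = GTP binding at least 20 percentage points away from the 100% baseline, in either direction, so actives lie on both sides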
Rac1 wt modul – human Rac1 wildtype GTP binding, inhibitors and activators; GST-Rac1 beads, fluorescent GTP binding, flow cytometry; actives lie on both sides; 0 = cold GTP competed, 100 = untreated; GTP binding activity (% of control), % at 10 µM; 190,000 tested, 0.27% active; AID 757;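 active = GTP binding activity at least 20 points away from the 100% control level, either lower or higher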
HRas wt GTP – changes GTP binding to wildtype human HRas | P01112 | GST-Ras wt beads, Bodipy-FL-GTP binding, flow cytometry; actives lie on both sides | GTP binding activity, % at 10 µM | 190,000 tested, 0.14% active | AID 759;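 active = GTP binding activity at least 20% away from the 100% baseline, either lowered as inhibitor or raised as activator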;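 also: 0% = unlabeled GTP competition control and 100% = no-compound control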
Target sequence (P01112 whole entry, looked up): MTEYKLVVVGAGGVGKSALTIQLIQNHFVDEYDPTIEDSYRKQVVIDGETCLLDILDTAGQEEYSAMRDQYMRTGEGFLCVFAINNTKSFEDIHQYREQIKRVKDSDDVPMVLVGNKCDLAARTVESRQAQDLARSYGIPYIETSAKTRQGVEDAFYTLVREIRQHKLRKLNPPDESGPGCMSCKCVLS
ABCG2 block – inhibitors of human ABCG2 transporter, ABCB1 counter-screen. Q9UNQ0. IgMXP3 cells, JC-1 efflux, flow cytometry. inhibition, % at 6.6 µM. 190,000 tested, 0.1% active. AID 1325;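 active = inhibition above 80%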;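 also: 0% = DMSO and 100% = nicardipine control wells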
Target sequence (Q9UNQ0 whole entry, looked up): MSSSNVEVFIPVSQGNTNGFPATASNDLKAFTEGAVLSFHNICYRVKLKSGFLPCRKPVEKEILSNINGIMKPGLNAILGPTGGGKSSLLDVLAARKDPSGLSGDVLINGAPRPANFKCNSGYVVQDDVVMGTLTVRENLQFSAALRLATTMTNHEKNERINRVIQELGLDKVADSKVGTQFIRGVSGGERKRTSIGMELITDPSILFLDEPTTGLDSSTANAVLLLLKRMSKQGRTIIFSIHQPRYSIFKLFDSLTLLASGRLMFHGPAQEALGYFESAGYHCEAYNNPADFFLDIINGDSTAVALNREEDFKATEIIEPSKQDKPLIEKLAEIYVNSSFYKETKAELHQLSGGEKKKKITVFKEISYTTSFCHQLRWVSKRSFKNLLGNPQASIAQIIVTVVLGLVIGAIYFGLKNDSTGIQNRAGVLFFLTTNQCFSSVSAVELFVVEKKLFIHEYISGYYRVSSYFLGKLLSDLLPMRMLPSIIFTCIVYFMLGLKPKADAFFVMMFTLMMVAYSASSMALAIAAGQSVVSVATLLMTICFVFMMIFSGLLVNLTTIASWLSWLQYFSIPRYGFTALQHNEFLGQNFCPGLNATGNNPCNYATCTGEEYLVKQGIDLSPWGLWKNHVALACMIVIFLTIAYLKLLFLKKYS
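Test system: IgMXP3 (ABCG2) plus far-red-tagged CCRF-Adr (ABCB1) cells. Reagent: JC-1 dye as substrate. Timing: 10 min exposure at 25 °C with rotation, no wash. Measured by: flow cytometric JC-1 green MFI at 530 nm. Read-out: percent efflux inhibition, scaled nicardipine 100% to DMSO 0%. Control set: nicardipine and DMSO wells.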
Cdc42 wt – human Cdc42 wildtype GTP binding change, either direction; 190,000 tested, 0.2% active; AID 761; GST-Cdc42 beads, Bodipy-GTP binding, flow cytometry; actives lie on both sides; percent activity (GTP binding), % at 10 µM;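 active = percent activity GTP binding at least 20 points away from the 100% baseline, either down as inhibitor or up as activator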;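 also: median bead fluorescence of bound Bodipy-FL-GTP at 100 nM; 0% = excess unlabeled GTP control and 100% = no compound control; below 100% means less GTP binding so inhibitor and above means activator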
Target sequence (P60953 whole entry, looked up): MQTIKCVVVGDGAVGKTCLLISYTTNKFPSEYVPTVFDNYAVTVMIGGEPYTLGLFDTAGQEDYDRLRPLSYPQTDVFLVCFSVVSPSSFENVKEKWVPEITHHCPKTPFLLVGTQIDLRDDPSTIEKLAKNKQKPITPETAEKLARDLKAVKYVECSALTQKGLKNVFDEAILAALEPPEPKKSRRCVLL
GSH fluor – compound fluoresces at 488/530 nm on GSH beads; GSH beads flow cytometry, compound fluorescence 488/530 nm; stronger effect = higher value; fluorescence (KMESF) at 10 µM; 190,000 tested, 0.25% active; AID 1776; in the data active = fluorescence above about 89;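 also: glutathione beads carrying GST-tagged Bcl family fusion proteins plus one bare bead set; values are compound well signal with DMSO vehicle wells as background; inactives centre near 16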
Active calls of the source: *; . = no result given.

Order of values – Pf gamet viab, GSH fluor, Rac1 mut GTP, ABCG2 block, Cdc42 wt, Rab7 wt modul, Rab2A wt mod, Rac1 wt modul, HRas wt GTP, Avidin bead fluor, ABCB1 inh
- O=C(NCc1ccc(Cl)cc1)c1cc(-c2ccco2)on1
  ., 30, 97, 8, 97, 97, 95, 99, 99, 14, 0.2
- Cc1cccc(NC(=O)c2ccccc2NC(=O)CCC(=O)O)c1
  15, 22, 99, 17, 101, 95, 97, 102, 101, 10, 1.5
- O=C(N/N=C/c1ccco1)c1cc(C2CC2)nc2ccccc12
  -11, 9, 99, 7, 96, 99, 99, 100, 100, 14, 0.6
- COc1ccc(CC(=O)NCc2cn3ccsc3n2)cc1
  ., 36, 101, 9, 102, 98, 100, 103, 100, 13, 3.1
- Cc1ccc(Sc2c(C=O)c3ccccc3n2C)cc1
  ., 19, 92, 4, 94, 99, 92, 95, 93, 12, 0.7
- CCn1ncc(Br)c1C(=O)Nc1cc([N+](=O)[O-])ccc1C
  -6, 13, 102, 16, 101, 98, 102, 102, 101, 2, .
- CC(C)(CO)NCC(O)COc1ccc2c(c1)CCC2 (stereo not given)
  -7, 13, 101, -1, 107, 101, 103, 107, 103, 11, 0.0
- COc1ccc(OC)c(NC(=O)C2CCCC2)c1
  -19, 13, 109, 39, 113, 106, 111, 113, 110, 6, -0.8
- CSc1nc(N(C)C)nc(N2CC(=O)N(CCNS(=O)(=O)c3ccc(C)cc3)C2=N)n1
  10, 13, 99, 11, 97, 102, 101, 100, 101, 13, 0.4
- CC(C)S(=O)(=O)N1CCCC(C(=O)c2cccc(Cl)c2)C1 (stereo not given)
  0, 28, 95, 4, 99, 95, 96, 95, 94, 8, 0.5
- O=C(Oc1cccc([N+](=O)[O-])c1)c1cc(-c2ccccc2)nc2ccccc12
  -28, 22, 97, 2, 99, 99, 99, 98, 98, 13, 0.2
- O=C(COC(=O)Cn1cnc2ccccc2c1=O)NCCC1=CCCCC1
  -17, 20, 98, 4, 95, 98, 98, 102, 97, 4, 1.1
- Cc1ccc(C)c(SCC(=O)OCC(=O)NCc2ccccc2)c1
  ., 14, 93, 0, 94, 95, 96, 94, 96, 9, 0.5
- COc1ccccc1NC(=O)C(C/C=C(/C)Cl)C(C)=O (stereo not given)
  ., 11, 98, 3, 99, 99, 99, 99, 101, 14, 0.3
- CC1=C(C)CC(C(=O)c2ccccc2)C(C(=O)O)C1 (stereo not given)
  -2, 4, 99, 0, 99, 97, 97, 102, 95, 13, 0.0

In the list so far, these have a COOH group.
Order of values – Pf gamet viab, GSH fluor, Rac1 mut GTP, ABCG2 block, Cdc42 wt, Rab7 wt modul, Rab2A wt mod, Rac1 wt modul, HRas wt GTP, Avidin bead fluor, ABCB1 inh
- Cc1cccc(NC(=O)c2ccccc2NC(=O)CCC(=O)O)c1
  15, 22, 99, 17, 101, 95, 97, 102, 101, 10, 1.5
- CC1=C(C)CC(C(=O)c2ccccc2)C(C(=O)O)C1 (stereo not given)
  -2, 4, 99, 0, 99, 97, 97, 102, 95, 13, 0.0

The results go on.
Order of values – Pf gamet viab, GSH fluor, Rac1 mut GTP, ABCG2 block, Cdc42 wt, Rab7 wt modul, Rab2A wt mod, Rac1 wt modul, HRas wt GTP, Avidin bead fluor, ABCB1 inh
- O=C(c1ccc(Br)o1)N1CCN(C/C=C/c2ccccc2)CC1
  ., 12, 96, 3, 95, 102, 98, 96, 98, 12, 0.2
- Cc1cccc(N2C(=O)CC(N3CCC(c4nc5ccccc5[nH]4)CC3)C2=O)c1 (stereo not given)
  -14, 7, 96, 2, 99, 102, 97, 99, 101, 13, 0.3
- N/C(=N\OC(=O)COc1ccc2ccccc2c1)c1ccncc1
  ., 27, 98, 6, 96, 99, 99, 103, 97, 13, 0.4
- COc1cc([N+](=O)[O-])ccc1NC(=O)CSc1nccn1C
  ., 14, 96, 32, 97, 93, 95, 100, 95, 9, 1.1
- COC(=O)c1ccccc1NC(=S)NC(=O)c1ccccc1
  ., 22, 94, 4, 98, 94, 96, 92, 97, 10, 0.6
- O=c1c(Cl)c2oc3ccccc3nc-2c2ccccc12
  ., 13, 89, 9, 88, 99, 87, 93, 87, 13, 2.2
- CCn1cc(S(=O)(=O)CC(=O)Nc2ccc(C)cc2)c2ccccc21
  -38, 10, 101, 0, 106, 106, 104, 111, 104, 14, 0.0
- COc1ccccc1CC1(C)NC(=O)N(CC(=O)N2CCc3ccccc3C2)C1=O (stereo not given)
  ., 42, 100, 1, 105, 99, 102, 109, 103, 14, 1.3
- O=C1N=C(N2CCN(c3cccc4ccccc34)CC2)S/C1=C/c1cccs1
  -2, 23, 90, 8, 98, 97, 94, 92, 97, 14, 2.9
- Cc1ccc(Cl)cc1N1CCN(CC(=O)Nc2ccc(CN3CCCCC3)cc2)CC1
  ., 30, 96, 1, 101, 101, 102, 103, 102, 6, 0.5
- C=CC(=O)NC(C)(C)CCN1CCOCC1
  25, 8, 98, 9, 97, 106, 102, 102, 101, 16, 0.0
- CCOC(=O)CCNCC1COc2ccccc2O1 (stereo not given)
  17, 23, 97, -3, 98, 97, 99, 97, 98, 13, -2.4
- O=C(Nc1ccc(-c2nc3ccccc3s2)c(OC(=O)c2ccccc2)c1)c1ccccc1
  -36, 9, 100, -4, 99, 97, 100, 99, 99, 13, -0.5
- O=C(CN1C(=O)C2CC=CCC2C1=O)OCc1cc(=O)n2cc(Br)ccc2n1 (stereo not given)
  -4, 13, 95, 5, 96, 99, 95, 101, 96, 8, 2.0
- Cc1nn(Cc2cccc(C(=O)Nc3ccn(Cc4ccccc4F)n3)c2)c(C)c1[N+](=O)[O-]
  ., 17, 96, 0, 93, 93, 95, 98, 94, 2, 2.2
- O=c1c2ccccc2nc2n1-c1ccccc1CCC2
  6, 47, 97, 2, 102, 98, 100, 108, 102, 10, -0.5
- CCc1ccc(C(=O)Nc2cc3c(cc2Cl)OCCCO3)cc1
  ., 22, 103, 0, 108, 111, 112, 107, 109, 15, 0.2
- CCc1ccc(N=c2c([N+](=O)[O-])nn(-c3ccc4c(c3)OCCO4)n2O)cc1
  -19, 13, 89, 6, 90, 100, 92, 94, 90, 10, 0.9
- CCOC(=O)c1cc(CC)sc1NC(=O)COC(=O)c1cc[n+]([O-])cc1
  38, 14, 90, 12, 101, 103, 92, 93, 94, 10, 0.8
- CCN(Cc1ccccc1)S(=O)(=O)c1ccc(S(=O)(=O)N2CCN(C)CC2)cc1
  ., 30, 101, 4, 95, 96, 100, 99, 100, 13, 1.4
- O=C(CCS(=O)(=O)c1ccc(Cl)cc1)N1CCN(c2ccccc2F)CC1
  ., 22, 99, 17, 101, 105, 101, 106, 101, 30, 1.4
- CN(C(=O)c1cnc2n(c1=O)CCS2)C1CCCCC1
  ., 19, 102, 0, 103, 100, 103, 106, 101, 11, -0.9
- c1ccc(-c2ccc(C3=Nn4c(nnc4-c4cc(-c5ccccc5)n[nH]4)SC3)cc2)cc1
  ., 16, 99, 3, 99, 102, 99, 101, 100, 38, 0.4
- CCCN1Cc2cccc(C(=O)NC(C)c3cccs3)c2C1=O (stereo not given)
  -7, 6, 97, 2, 101, 94, 96, 100, 97, 6, 0.7
- COc1ccc(CNC(=O)C2CCN(c3nccs3)CC2)cc1
  -3, 25, 94, 1, 97, 104, 99, 102, 100, 7, 0.5
- CCc1[nH]c(=O)[nH]c1C(C)S(=O)(=O)c1ccc(C)cc1 (stereo not given)
  8, 22, 81, 3, 84, 86, 82, 91, 86, 10, 0.1
- Cc1cc(NC(=O)Nc2ccc(C)c(C)c2)no1
  -1, 10, 95, 22, 95, 103, 97, 98, 96, 8, 0.1
- CCC(OC(=O)C1=Cc2ccccc2OC1)C(=O)NC1CCCC1 (stereo not given)
  -1, 18, 97, 4, 100, 96, 97, 102, 96, ., 1.3
- CCN(CC)S(=O)(=O)c1ccc(NC(=S)NC(=O)C(C)C)cc1
  -31, 4, 101, 20, 99, 92, 99, 104, 99, 14, 0.2
- CSCCC(NS(=O)(=O)c1ccc2c(c1)oc(=O)n2C)C(=O)NC1CCCc2ccccc21 (stereo not given)
  ., 26, 93, 1, 92, 93, 96, 95, 96, 8, 0.9
- CCOC(=O)c1oc2ccccc2c1CN1CCOCC1
  16, 14, 101, 3, 103, 97, 100, 105, 102, 32, 0.3
- CC(CCc1ccccc1)NC(=O)c1ccc(Br)o1 (stereo not given)
  ., 67, 96, 3, 98, 96, 97, 97, 96, 8, 0.2
- COc1ccc(NC(C)=O)cc1NC(=O)c1ccc2ccccc2c1
  -7, 13, 96, 14, 103, 97, 99, 99, 99, 8, -1.8
- CN(C)C(=O)CCCc1nc(-c2ccc(Cl)cc2)no1
  ., 12, 99, 3, 101, 103, 102, 104, 103, 10, 0.3
- Cc1cccc(N2CCN(C(=S)Nc3ccc4nc(N5CCN(C)CC5)cc(C)c4c3)CC2)c1C
  -2, 25, ., 8, 103, ., 111, ., 109, 10, 1.3
- COCc1nnc(NS(=O)(=O)c2c(C)cc(C)cc2C)s1
  -8, 64, 99, -2, 105, 103, 98, 107, 103, 9, 0.6
- O=C(O)CSc1nnc(-c2cccnc2)n1Cc1ccccc1
  ., 30, 101, 4, 101, 101, 100, 101, 100, 13, 0.8
- CCOc1ccccc1NC(=O)CC(O)(C(F)(F)F)C(F)(F)F
  ., 15, 97, 9, 101, 102, 99, 102, 101, 5, 0.8
- CC(C)c1ccc(C(=O)NN2C(=O)C3CCCCC3C2=O)cc1 (stereo not given)
  0, 9, 101, 3, 101, 95, 101, 102, 97, 6, -0.1
- CC(C)OCCCNC(=O)c1ccc(CS(=O)(=O)Cc2ccccc2F)o1
  ., 14, 96, 0, 99, 94, 94, 96, 98, 32, 0.2
- CCOc1ccc(C(C)NC(=O)c2ccccc2F)cc1 (stereo not given)
  -18, 12, 99, 6, 105, 96, 99, 105, 101, 14, 0.3
- CC(C)Sc1nc2[nH]ncc2c(=O)[nH]1
  -13, 25, 95, 0, 94, 98, 97, 97, 95, 9, -0.1
- Cc1ccc2c(Cl)c(C(=O)NCCc3ccccc3)sc2c1
  -5, 5, 98, -1, 98, 94, 100, 100, 99, 6, -0.5

Quoted at random: four entries already listed.
Order of values – Pf gamet viab, GSH fluor, Rac1 mut GTP, ABCG2 block, Cdc42 wt, Rab7 wt modul, Rab2A wt mod, Rac1 wt modul, HRas wt GTP, Avidin bead fluor, ABCB1 inh
- COc1ccc(OC)c(NC(=O)C2CCCC2)c1
  -19, 13, 109, 39, 113, 106, 111, 113, 110, 6, -0.8
- O=c1c2ccccc2nc2n1-c1ccccc1CCC2
  6, 47, 97, 2, 102, 98, 100, 108, 102, 10, -0.5
- CCCN1Cc2cccc(C(=O)NC(C)c3cccs3)c2C1=O (stereo not given)
  -7, 6, 97, 2, 101, 94, 96, 100, 97, 6, 0.7
- Cc1cccc(N2CCN(C(=S)Nc3ccc4nc(N5CCN(C)CC5)cc(C)c4c3)CC2)c1C
  -2, 25, ., 8, 103, ., 111, ., 109, 10, 1.3
